# GoLoco inh red – RGS12 GoLoco-Gai1 interaction inhibition. P63096. Gai1:RGS12 GoLoco peptide FP, rhodamine, 10 min. Potency, µM (highest dose often 61.6 µM), inactives show at the top dose activity, negative = inhibition, most hits filed as inhibitors. 230,000 compounds, 0.44% hits; active = well fitted inhibition curve with a large enough effect, not every such curve was filed as active; inactive = no such curve, though single readings can be large or run the other way; also: nearly all actives have a fitted effect of over 30% in size; many of its hits are not listed in these tables
# Target sequence (P63096 whole entry, looked up): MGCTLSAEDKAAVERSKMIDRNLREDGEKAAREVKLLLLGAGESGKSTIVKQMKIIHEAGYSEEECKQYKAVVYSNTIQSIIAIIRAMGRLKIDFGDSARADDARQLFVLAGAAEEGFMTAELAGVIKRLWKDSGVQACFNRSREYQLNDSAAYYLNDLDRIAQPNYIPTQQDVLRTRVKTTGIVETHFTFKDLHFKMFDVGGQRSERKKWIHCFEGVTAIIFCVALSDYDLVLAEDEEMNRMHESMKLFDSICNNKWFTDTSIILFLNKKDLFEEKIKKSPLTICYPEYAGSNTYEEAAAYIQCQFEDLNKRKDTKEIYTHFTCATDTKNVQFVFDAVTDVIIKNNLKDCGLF
# Tau fibril ThT – inhibitors of human tau fibril formation, thioflavin T binding. recombinant tau K18 P301L (four-repeat tau fragment), heparin-induced fibrillization, ThT fluorescence. Potency, µM (doses to about 57.4 µM), for the others: top-dose activity, negative = inhibition, usual class: inhibitors. 270,000 compounds, 2.1% hits. AID 1460; also: nearly all actives have a fitted effect of over 55% in size
#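 Recombinant human tau K18 fragment […] carrying P301L, 15 uM unlabeled plus 0.24 uM Alexa 594-labeled, was fibrillized with 20 uM heparin in 100 mM sodium acetate pH 7 for 6 hr at 37 C; 30 uM ThT fluorescence read after 1 hr.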
# TRb SRC2 PPI – disrupts binding of human TR beta to SRC2; Potency, µM (doses to about 106 µM), without a hit: at the top dose activity change, negative = inhibition, actives largely listed as inhibitors; TRbeta-SRC2 peptide binding, fluorescence polarization; receptor liganded with 1 µM T3; 280,000 compounds, 0.065% hits; P10828;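 also: plate controls were bound peptide for no effect and peptide without receptor for full effect; nearly all actives have a fitted effect of over 50% in size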
#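 Fluorescence polarization of 20 nM Texas Red SRC2 peptide with 0.6 uM human TRb ligand-binding domain, in Tris buffer with 1uM T3 and 5% DMSO. Incubated 5 hr ambient; normalized to unbound and bound controls.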
# KDM4E inh – inhibitors of human JMJD2E histone demethylase | JMJD2E catalytic domain, FDH-coupled NADH fluorescence (FDH is formaldehyde dehydrogenase) | Potency, µM (titrated, usually from 57.1 µM), inactives show at the highest dose activity change, negative = inhibition, hits mostly inhibitors | 230,000 compounds, 1.6% hits; active = well fitted inhibition curve with a large enough effect, not every such curve was filed as active; inconclusive = small, poorly fitted or top-dose-only effect, or another doubt; inactive = no such curve, though single readings can be large or run the other way;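 also: 0% = wells with enzyme and -100% = buffer wells without enzyme; nearly all actives have a fitted effect of over 50% in size; many of its hits are not listed in these tables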
# L3MBTL1 block – L3MBTL1 (human) inhibition | Q9Y468 | AlphaScreen L3MBTL1–H3K9me1 peptide binding | Potency, µM (top dose mostly 57.1 µM), inactives show top-dose activity, negative = inhibition, hits mostly inhibitors | 230,000 compounds, 0.66% hits | AID 485360; also: nearly all actives have a fitted effect of over 60% in size
#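 Read-out is AlphaScreen signal from streptavidin donor and nickel chelate acceptor beads (10 ug/mL final each) bridging L3MBTL1 (50 nM) and biotinylated K9-monomethylated H3(1-15) peptide (75 nM), after 30 min compound exposure at room temperature.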
# RECQ1 inh – inhibitors of human RECQ1 DNA helicase; P46063; RECQ1 DNA unwinding, red fluorescence kinetic read; Potency, µM (top dose mostly 57.3 µM), inactives show at the highest dose activity, negative = inhibition, hits mostly inhibitors; 240,000 compounds, 0.54% hits;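 also: plate controls were vehicle for no effect and no enzyme for full effect; nearly all actives have a fitted effect of over 30% in size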
# Target sequence (P46063 whole entry, looked up): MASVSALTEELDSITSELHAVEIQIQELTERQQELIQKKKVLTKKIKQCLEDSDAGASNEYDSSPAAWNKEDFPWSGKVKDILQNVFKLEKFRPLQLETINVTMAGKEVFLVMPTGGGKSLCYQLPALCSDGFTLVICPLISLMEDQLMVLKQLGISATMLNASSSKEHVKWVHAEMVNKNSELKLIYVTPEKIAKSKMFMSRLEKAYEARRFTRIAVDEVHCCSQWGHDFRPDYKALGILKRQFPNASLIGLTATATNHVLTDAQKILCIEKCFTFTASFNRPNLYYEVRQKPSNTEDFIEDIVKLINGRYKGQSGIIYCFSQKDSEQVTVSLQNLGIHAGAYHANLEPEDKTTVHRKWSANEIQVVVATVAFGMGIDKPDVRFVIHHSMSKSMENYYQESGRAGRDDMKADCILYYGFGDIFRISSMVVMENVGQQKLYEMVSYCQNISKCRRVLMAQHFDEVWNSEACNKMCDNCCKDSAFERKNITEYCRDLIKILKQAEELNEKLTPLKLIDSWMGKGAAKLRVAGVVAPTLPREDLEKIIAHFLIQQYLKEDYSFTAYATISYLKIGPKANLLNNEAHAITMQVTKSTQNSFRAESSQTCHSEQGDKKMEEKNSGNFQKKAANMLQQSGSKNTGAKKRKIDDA
#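 RECQ1T1 50 nM; forked duplex (20 bp + 30-nt ss tails) 200 nM, ATP 2 mM final; pH 8.0, 2 mM MgCl2, 2.5 ug/ml poly(dI-dC); 15 min compound preincubation; discontinuous kinetic read over 2 h at RT.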
# TR SRC2 fluor cs – Texas Red fluorescence interference in TRb-SRC2 counter-screen; Potency, µM (doses to about 106 µM), inactives show at the highest dose fluorescence change, negative = quenching; TRb/SRC2 Texas Red total fluorescence interference; 280,000 compounds, 0.29% hits; AID 1479; active = well fitted curve in either direction with a large enough effect; inconclusive = small, poorly fitted or top-dose-only effect
#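 Human TRβ ligand-binding domain (0.6 uM) and Texas Red SRC2 peptide (20 nM) in Tris buffer with 1 uM T3 and 5% DMSO were incubated with pinned compound for 5 hr at ambient temperature. Total fluorescence was computed as S + 2P (555/632 nm).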
# Tau FP inhib – inhibitors of human tau fibril formation; P10636; K18 P301L tau heparin fibrillization, Alexa594 FP, 6 h; Potency, µM (highest dose often 57.7 µM), inactives show at the highest dose activity, negative = inhibition, actives largely listed as inhibitors; 280,000 compounds, 0.39% hits; AID 1468; also: nearly all actives have a fitted effect of over 55% in size
#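 Steps: dispense K18 P301L tau (15 uM plus 0.24 uM Alexa 594 tracer, final) in pH 7 sodium acetate; add compound; add heparin (20 uM final); incubate 6 hr, 37 C; add ThT (30 uM final); after 1 hr ambient, read FP.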
# Starred values were filed as active, the others as inactive; i = inactive; ? = inconclusive; . = no result given; [ ] = remark or other dose. Unless noted, calls follow the shape of the dose curve; as a rule, active = well fitted curve in the direction sought with a large enough effect; inconclusive = small, poorly fitted or top-dose-only effect, or another doubt; inactive = no such curve, though single readings can be large; an effect the other way counts as inactive or inconclusive. Unless noted, % is scaled to controls: 0 for no effect and ±100 for the full control effect; potency is read from the fitted curve at half-maximal effect. Not all compounds are listed; count on the stated rates, not on these rows.
molecule,KDM4E inh,RECQ1 inh,GoLoco inh red,Tau FP inhib,TRb SRC2 PPI,Tau fibril ThT,TR SRC2 fluor cs,L3MBTL1 block
COc1ccc(C2CC(c3cccs3)=NN2C(=O)CSc2nc3ccccc3o2)cc1 (stereo unspecified),0%,-1%,23%,4%,19%,2%,1%,-15%
O=C(CN1C(=O)C2CCc3[nH]c4ccccc4c3C2C1=O)N1CCCC1 (stereo unspecified),-25%,1%,-6%,3%,-1%,-19%,0%,-4%
O=C(C1CCCN(S(=O)(=O)c2cccc3nonc23)C1)N1CCN(c2ccccc2F)CC1 (stereo unspecified),.,.,.,5%,-10%,-12%,-1%,.
O=[N+]([O-])c1ccc(Sc2cccc3cccnc23)c2cccnc12,1%,-1%,-10%,-17%,4%,?,-7%,?
COC(C)(C)c1cc(C(C)(C)C)nc(N)n1,0%,-2%,4%,6%,-9%,-9%,-5%,-1%
O=C(COC(=O)Cc1ccsc1)NCc1ccc(Cl)cc1,3%,-8%,-11%,0%,-2%,-4%,?,1%
COc1ccccc1CC(=O)NCc1ccc2c(c1)OCO2,-28%,2%,-3%,2%,14%,14%,1%,9%
COc1ccccc1OCCNC(=O)c1ccc(S(=O)(=O)N(C)C)cc1,6%,12%,6%,-3%,4%,-10%,-4%,2%
CCOC(=O)N1CCN(C(=O)c2cc(COc3ccc4ncccc4c3)on2)CC1,-24%,-18%,2%,-5%,3%,?,-1%,11%
Cc1[nH]c(=S)c(C#N)c(-c2ccccc2)c1C(=O)Nc1ccccc1,-13%,-2%,-3%,-5%,-1%,?,-2%,-1%
CC(C)(C)OC(=O)N1CCCN(C(=O)Nc2ccccc2)CC1,4%,-11%,7%,6%,-3%,-11%,0%,-2%
Cc1ccccc1NC(=O)CSc1cn(CC(=O)N(C(C)C)C(C)C)c2ccccc12,.,.,.,-4%,-12%,-4%,0%,.
O=[N+]([O-])c1ccc(Cl)c(S(=O)(=O)NCC2CCCO2)c1 (stereo unspecified),7%,-5%,1%,3%,6%,-3%,-1%,2%
Cc1ccccc1Cn1c(C)cc(C)c(C#N)c1=O,?,-6%,9%,3%,1%,4%,3%,-14%
CC(NC(=O)Cn1c(=O)oc2cc(S(=O)(=O)N3CCCC3)ccc21)c1ccccc1 (stereo unspecified),3%,-12%,0%,3%,8%,5%,-3%,-2%
O=C(Nc1ccc(Cl)cc1)OCc1ccccn1,0%,-2%,4%,4%,-22%,-1%,-4%,8%
COc1ccc(C(=O)Nc2cnc3sc(C)nn3c2=O)cc1,-6%,i,6%,-7%,1%,-5%,-2%,.
Cc1ccc(N2CCN(c3cc(C)nc4c(-c5ccc(Cl)cc5)c(C)nn34)CC2C)cc1 (stereo unspecified),.,.,.,1%,-1%,-16%,-2%,.
COc1ccc(COC(=O)N/N=C2/C[C@@H](O)[C@@H](O)[C@@H]3[C@@H]4C(=O)N([C@@H](C)c5ccccc5)C(=O)[C@H]4CC[C@H]23)cc1,.,-15%[11.5 µM],.,4%[11.6 µM],-3%[11.2 µM],-1%[11.5 µM],1%[11.2 µM],.
Cc1ccc(CNS(=O)(=O)NCc2ccccc2F)cc1,-5%,-4%,3%,5%,-2%,-2%,-2%,-6%
Nc1sc2c([n+]1CCCS(=O)(=O)[O-])CCCC2,-5%,-5%,12%,0%,-5%,4%,0%,-5%
CCCCOc1ccccc1C(=O)NCCCCCC(=O)O,6%,-3%,-4%,-4%,2%,-2%,1%,8%
CN(Cc1ccccc1)C1CC(=O)N(c2ccc(C(=O)O)cc2)C1=O (stereo unspecified),-1%,-15%,-7%,-1%,-1%,-14%,4%,-8%
COc1ccc(C2C(C(=O)C(C)(C)C)=C(O)C(=O)N2Cc2ccccc2)cc1 (stereo unspecified),-4%,-3%,3%,7%,-7%,0%,0%,5%
O=C(CN(C(=O)CCC(=O)Nc1nccs1)c1cccc(F)c1)NCC1CCCO1 (stereo unspecified),3%,2%,5%,-8%,-5%,-11%,-1%,.
Cc1cc(NC(=O)CN2CCCCCCC2)no1,-24%,i,-3%,0%,4%,-5%,3%,0%
COc1ccc(NC(=O)c2c(NCc3cccc(OC)c3)sc3c2CCC3)cc1,.,.,.,-4%,4%,?,0%,.
Cn1ccnc1SCC(=O)Nc1sccc1C#N,5%,0%,65%[activator],1%,4%,?,-8%,?
CCCn1c(SCC(=O)Nc2nccs2)nnc1-c1cccnc1,1%,-7%,1%,8%,-2%,-4%,0%,-4%
O=C(NC1CCS(=O)(=O)C1)c1ccc(-c2ccc(Br)cc2)o1 (stereo unspecified),?,-4%,2%,1%,9%,2%,1%,-7%
COC(=O)c1c(-c2cccs2)csc1NC(=O)c1cc(OC)cc(OC)c1,.,.,.,?,2%,?,3%,.
COC(=O)c1ccc(CN(Cc2ccc(OC)c(OC)c2)S(=O)(=O)c2ccc(F)c(C(=O)Nc3cc(C)ccc3C)c2)cc1,.,.,.,3%,2%,-2%,1%,.
Cc1c(Cc2ccccc2)c(NCCCO)n2c(nc3ccccc32)c1C#N,?,-4%,4%,-5%,9%,-12%,-3%,16%
O=C(C[n+]1cc(-c2ccccc2)n2c1CCCCC2)c1ccc(Br)cc1,6%,4%,5%,1%,2%,0%,-2%,-9%
CCCc1c(C(=O)O)cnn1-c1ccc(Cl)cc1,11%,1%,21%,1%,0%,-4%,-3%,6%
CSc1ccccc1C(=O)Nc1nc2ccccc2c(=O)[nH]1,1%,-1%,3%,-1%,-7%,-6%,-1%,-1%
COc1ccc(CCNC(=O)/C=C/c2ccc(OC)c(S(=O)(=O)N3CCOCC3)c2)cc1,-4%,-2%,7%,4%,10%,.,-1%,.
Cc1sc2nc(CN3CCCCC3)nc(Nc3ccc4c(c3)OCCO4)c2c1C,7%,-2%,-1%,0%,-2%,-9%,-1%,.
COC(=O)c1c(/N=C/N(C)C)sc2c1CCN(c1ncc(C(F)(F)F)cc1Cl)C2,?,2%,126%[activator],3%,12%,?,2%,3%
Cc1nc2sc(-c3ccccc3)nn2c(=O)c1Br,-15%,-9%,3%,-8%,5%,?,-1%,5%
CC(C)CN=c1cc(-c2ccccc2)oc2ccc(Cl)cc12,-22%,-12%,13%,3%,-17%,-8%,2%,1%
CC1CCN(S(=O)(=O)c2ccc(Oc3ccc([N+](=O)[O-])cc3)cc2)CC1,5%,?,0%,8%,6%,-3%,1%,-8%
CC(=O)Nc1cccc(Oc2ccc([N+](=O)[O-])cc2Cl)c1,14%,15%,-2%,-2%,-1%,-2%,-5%,2%
COc1cccc(Nc2nc(N)nc(CCl)n2)c1,-8%,-1%,8%,4%,6%,-16%,-1%,-11%
O=C(Cn1cnc2ccccc2c1=O)N1CCOCC1,15%,1%,-9%,-3%,7%,-7%,-3%,5%

# Next section; the last 2 above are carried over.
molecule,KDM4E inh,RECQ1 inh,GoLoco inh red,Tau FP inhib,TRb SRC2 PPI,Tau fibril ThT,TR SRC2 fluor cs,L3MBTL1 block
COc1cccc(Nc2nc(N)nc(CCl)n2)c1,-8%,-1%,8%,4%,6%,-16%,-1%,-11%
O=C(Cn1cnc2ccccc2c1=O)N1CCOCC1,15%,1%,-9%,-3%,7%,-7%,-3%,5%
S=c1[nH]nc(-c2ccncc2)n1Cc1ccccc1,-1%,0%,11%,-2%,-1%,-3%,-5%,0%
Cc1ccccc1Nc1c(-c2ccco2)nc2c(C)cccn12,.,.,.,1%,4%,-14%,-1%,.
O=C(/C=C/c1ccco1)Nc1ccccc1N1CCOCC1,-15%,i,5%,-8%,-7%,-16%,0%,6%
CC(CN1CCCCC1)C(=O)NNC(=O)C12CC3CC(CC(C3)C1)C2 (stereo unspecified),-4%,-8%,0%,1%,0%,-3%,2%,16%
S=C(Nc1ccc2nsnc2c1)N1CCCCCC1,9%,20%,0%,6%[2.34 µM],-5%,1%,-4%,12%
Fc1ccc(Cn2nnnc2C(c2cccs2)N2CCCCCC2)cc1 (stereo unspecified),7%,-3%,14%,0%,-2%,1%,2%,.
O=C(O)C1C2C=CC(C2)C1C(=O)NCc1ccc2c(c1)OCO2 (stereo unspecified),4%,-19%,-14%,-11%,-1%,-8%,5%,.
O=C(O)C1CC=CCC1C(=O)Nc1ccc2c(c1)OCCO2 (stereo unspecified),-5%,3%,6%,12%,-5%,-20%,-2%,?
O=C(Cn1cc(SCc2c(F)cccc2Cl)c2ccccc21)N1CCCCCC1,.,.,.,9%,-8%,-6%,-2%,.
COc1nc(NCCC2=CCCCC2)nc(OC)n1,4%,i,2%,-6%,-7%,-12%,1%,1%
O=C(CCCOc1ccc(Cl)cc1)N1CCCCCC1,-5%,8%,-6%,1%,2%,2%,-2%,-27%[11.4 µM]
NC1=NC(=Nc2ccccc2)c2ccccc21,0%,i,3%,2%,0%,-16%,0%,.
Cc1cc(N2C(=O)C3C4C=CC(C4)C3C2=O)ccc1NC(=O)c1cccs1 (stereo unspecified),4%,-23%,3%,5%,-3%,1%,0%,?
CCOC(=O)CNC(=O)CSc1nc2c(C)cccc2cc1CC,-13%,i,10%,-1%,-2%,-8%,2%,18%
O=C(NCc1ccc2c(c1)OCO2)C1CCCN1S(=O)(=O)c1ccc(Cl)cc1 (stereo unspecified),-23%,-9%,16%,0%,9%[53 µM],-9%,-1%[53 µM],-10%
Cc1ccc([N+](=O)[O-])cc1NC(=O)C[n+]1ccccc1,14%,i,15%,-7%,7%,1%,-6%,6%
COC(=O)c1ccc(OCCCCN2CC(C)OC(C)C2)cc1 (stereo unspecified),?,-15%,-23%,-12%,3%,-12%,-2%,16%
COc1ccccc1NC(=O)/C=C/c1ccc2c(c1)OCO2,-4%,-18%,3%,-8%,4%,?,-7%,.
